# Screening results as filed in PubChem BioAssay.
# Mac1 fbg inh: inhibitors of CD11b/CD18 adhesion to fibrinogen, primary screen, K562 cells, luminescence; Integrin beta-2 (Homo sapiens) + Integrin alpha-M (Homo sapiens), P05107+P11215; ATPlite luminescence; Mn2+ added to activate the integrin; inhibition, % at 10 µM; 93,000 tested, 0.54% active; AID 1497, 2009;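 active means primary inhibition of 50% or more at 10 µM, then 40% or more on retest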; further: some results filed as inactive read as strong as hits
# Target sequence (P05107 whole entry, looked up, other chains not shown): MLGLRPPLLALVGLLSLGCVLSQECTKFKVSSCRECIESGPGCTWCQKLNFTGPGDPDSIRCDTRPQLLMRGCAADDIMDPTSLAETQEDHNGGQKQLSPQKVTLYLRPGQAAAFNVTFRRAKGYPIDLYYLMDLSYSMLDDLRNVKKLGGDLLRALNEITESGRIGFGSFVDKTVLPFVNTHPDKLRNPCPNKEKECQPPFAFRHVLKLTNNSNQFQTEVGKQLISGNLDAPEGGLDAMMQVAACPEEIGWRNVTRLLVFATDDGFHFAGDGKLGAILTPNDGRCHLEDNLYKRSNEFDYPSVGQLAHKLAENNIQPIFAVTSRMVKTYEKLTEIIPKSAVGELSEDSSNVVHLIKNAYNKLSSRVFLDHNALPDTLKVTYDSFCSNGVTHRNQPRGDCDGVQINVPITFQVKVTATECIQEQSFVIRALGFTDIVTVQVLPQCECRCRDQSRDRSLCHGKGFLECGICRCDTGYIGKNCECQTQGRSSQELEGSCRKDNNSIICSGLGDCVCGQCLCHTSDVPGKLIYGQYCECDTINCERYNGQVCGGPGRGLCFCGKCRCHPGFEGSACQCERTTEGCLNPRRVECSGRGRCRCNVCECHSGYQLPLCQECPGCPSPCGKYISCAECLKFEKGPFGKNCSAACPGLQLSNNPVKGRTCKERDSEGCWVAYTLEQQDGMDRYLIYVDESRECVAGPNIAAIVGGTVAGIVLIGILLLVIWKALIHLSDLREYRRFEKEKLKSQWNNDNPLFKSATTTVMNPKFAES
# CD11b adhes enh: enhancers of CD11b/CD18 adhesion to fibrinogen, primary screen, K562 cells, luminescence | Integrin beta-2 (Homo sapiens) + Integrin alpha-M (Homo sapiens), P05107+P11215 | ATPlite luminescence | activation, % at 10 µM | 93,000 tested, 0.07% active | AID 1499, 2009;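 active means 10 µM primary screen giving 50% or more activity, confirmed by 40% or more on retest at that dose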; further: strong numbers were not always called active; reference of the scale not given here
# * hit, by the source's call. A portion of the library; count on the stated rates, not on these rows.
nr	Molecule	Mac1 fbg inh	CD11b adhes enh
1	Cc1ccc(NC(=O)NC(=O)COc2ccc(Cl)cc2Cl)c(C)c1	-18	76
2	CC1C(c2ccccc2)N(C)C(c2ccccc2)C(C)C1(O)C#Cc1ccccc1 (stereo not given)	25	-1
3	CCC(=O)OCCCCCCOc1ccc(C(=O)O)cc1	6	1
4	Cc1[nH]c2ccccc2c1C(=O)COC(=O)c1c(-c2c(F)cccc2Cl)noc1C	16	4
5	Cc1ccc(-c2csc(NC(=O)C3=COCCO3)n2)cc1	3	8
6	COc1ccc(Oc2ccccc2/C=C/C(=O)O)cc1	8	4
7	O=C(Nc1cc(C(F)(F)F)ccc1Cl)C(Sc1nnc(-c2cccs2)o1)c1ccccc1 (stereo not given)	100*	-8
8	CCn1c(SCC(=O)Nc2ncc(C(F)(F)F)cc2Cl)nnc1-c1ccccc1	7	4
9	O=C(OCC(=O)c1c[nH]c2ccccc12)c1cccc(S(=O)(=O)N2CCCCCC2)c1	21	4
10	O=[N+]([O-])c1ccc(-c2nc(NCc3ccccc3)c3ccccc3n2)cc1	-5	9
11	COC(=O)c1c(NC(=O)COC(=O)[C@@H](NS(=O)(=O)c2ccccc2)C(C)C)sc2c1CCC2	3	1
12	O=C(CNC1=NCCC1)c1ccc(Cl)cc1	14	-4
13	CCOC(=O)c1c(NC(=O)c2cccnc2)sc(C(C)=O)c1C	4	-5
14	Cc1cc(Cl)ccc1OCC(=O)NCCOC(=O)Nc1sc(=S)n(C)c1C	7	0
15	Cc1cc(C)nc(SCc2cc(=O)c(OC(=O)c3ccc(Br)o3)co2)n1	4	-2
16	CC(C)OC(=O)CC(=O)CSc1nc(-c2ccc(F)cc2)cc(-c2ccccc2)c1C#N	-6	-2
17	Cc1nc2ccccc2n1/C(=N\S(=O)(=O)c1ccccc1)c1ccccc1	-9	-3
18	CNc1ccccc1C(C)(C)c1cc(-c2ccc(F)cc2)no1	79	-3
19	CC(C)OC(=O)/C(=C/c1ccc2c(c1)c1ccccc1n2C)NC(=O)c1ccccc1	6	-1
20	Cc1cccc(N=C2NC(=O)/C(=C/c3cn(C)c4ccccc34)S2)c1	-13	2
21	NC(=O)CSc1nc2cc([N+](=O)[O-])ccc2n1-c1cccc(C(F)(F)F)c1	-3	-1
22	Cc1nn(-c2ccccc2)c(C)c1/C=N/n1c(-c2ccc(Cl)cc2)n[nH]c1=S	1	87
23	Cc1ccc(-n2c(C)cc(=O)cc2C)c(C)c1	-6	-1
24	Cc1ccc(C(=O)N/C(=C\c2ccc(-c3cccc([N+](=O)[O-])c3)o2)C(=O)NC(C)(C)C)cc1	-7	2
25	COc1ccc2c(C)cc(SCC(=O)NCCN3C(=O)CSC3=O)nc2c1	-2	1

# 3 of the compounds above, field by field.
(3) CCC(=O)OCCCCCCOc1ccc(C(=O)O)cc1
  Mac1 fbg inh = 6 | CD11b adhes enh = 1

(4) Cc1[nH]c2ccccc2c1C(=O)COC(=O)c1c(-c2c(F)cccc2Cl)noc1C
  Mac1 fbg inh = 16 | CD11b adhes enh = 4

(5) Cc1ccc(-c2csc(NC(=O)C3=COCCO3)n2)cc1
  Mac1 fbg inh = 3 | CD11b adhes enh = 8

# Next part
nr	Molecule	Mac1 fbg inh	CD11b adhes enh
26	COc1ccccc1N(CC(O)COc1ccc(C)cc1)S(=O)(=O)c1ccccc1 (stereo not given)	17	-1
27	Cc1ccc(NC(=S)N(Cc2cccs2)Cc2cc3cc(C)cc(C)c3[nH]c2=O)cc1	-5	13
28	CCCC(C)NC(=O)COc1ccc(Sc2ccc(OCC(=O)NC(C)CCC)cc2)cc1 (stereo not given)	74	-3
29	COCCN=c1scc(-c2cccs2)n1/N=C/c1ccc(O)c(O)c1O	-22	46
30	Cc1sc2nc(C3CC3)nc(SCC(=O)N3CCc4ccccc4C3)c2c1C	19	-1
31	N#Cc1ccccc1Sc1ccccc1C(=O)OCC(=O)NC1CCS(=O)(=O)C1 (stereo not given)	0	-5
32	CCOC(=O)C1=NN(c2ccc([N+](=O)[O-])cc2)CC1C(=O)OC (stereo not given)	4	8
33	CC(=O)C1=C(c2ccccc2)NC(=S)NC1c1cc(Cl)c(OC(C)C)c(Cl)c1 (stereo not given)	10	7
34	CC(C)NC(=S)NCc1cccnc1	4	-2
35	C/C(=N\Nc1nc2ccccc2[nH]1)c1ccc(C)o1	11	-2
36	COc1ccccc1-n1c(C)nc2cc(C(=O)NCc3ccc4c(c3)OCO4)ccc21	12	-1
37	CCCN(CC(=O)Nc1ccc(F)c(F)c1F)CC(=O)Nc1c(Cl)cccc1Cl	3	-5
38	C/C(=N\Nc1ccc([N+](=O)[O-])cc1[N+](=O)[O-])C(C)(C)C(C(=O)O)C(=O)O	1	-4
39	CCN(C(=O)CSc1nnc2ccccn12)c1c(N)n(Cc2ccccc2)c(=O)[nH]c1=O	24	0
40	O=c1c2oc3ccccc3c2[nH]c(=S)n1-c1ccccc1	-9	12
41	Cc1ccc(S(=O)(=O)NC(C(=O)Oc2ccc3c(C(F)(F)F)cc(=O)oc3c2)c2ccccc2)cc1 (stereo not given)	57*	-6
42	CCOC(=O)N1CCN(C(=O)c2ccc(CS(=O)(=O)c3c(Cl)cccc3Cl)o2)CC1	20	2
43	Cc1ccc(Nc2nc(N3CCN(C)CC3)nc(N)c2[N+](=O)[O-])cc1C	14	20
44	COC(=O)c1ccc(OC(=O)CCN2C(=O)C3C4c5ccccc5C(c5ccccc54)C3C2=O)cc1 (stereo not given)	0	-2
45	O=C(/C=C/Nc1ccc(F)c(F)c1)c1cccs1	9	1
46	CC1=NNC(=O)C1CCC(=O)N/N=C/C(Br)=C/c1ccccc1 (stereo not given)	-19	0
47	Cc1cc(C(=O)CN2C(=O)NC3(CCCCC3)C2=O)c(C)n1-c1ccc2c(c1)OCO2	-2	27
48	CCOC(=O)c1cn(CC)c2cc(Cl)c([N+](=O)[O-])cc2c1=O	1	-3
49	CN1C(=S)SC(N2OC3C(=O)N(c4ccccc4)C(=O)C3C2c2ccc(Cl)cc2)C1(C)C (stereo not given)	-12	11
50	Cc1nc(SCC(=O)NCC(F)(F)F)c2c(-c3cccs3)csc2n1	1	5
51	COc1ccc(-c2c[n+]3c(n2-c2ccccc2)CCCCC3)cc1	23	1
52	Cc1cccc(/C=N/NC(=O)Cn2nccc2C)n1	-25	4
53	COc1cc(CCN2C(=O)c3cccc4cccc(c34)C2=O)c(S(=O)(=O)NCCO)cc1OC	-3	2
54	CCC/C=N/NC(=O)c1cc(-c2ccccc2)nc2ccccc12	-6	-2
55	CCCN1C/C(=C/c2ccc3c(c2)OCO3)C(=O)/C(=C/c2ccc3c(c2)OCO3)C1	17	1
56	COc1cc(/C=C2/SC(=S)N(CC(=O)Nc3cccnc3)C2=O)cc(OC)c1OC	35	17
57	Cc1cccc(C)c1NC(=S)N(Cc1ccco1)C1CCN(C(C)C)CC1	9	0
58	CCc1nnc(NC(=O)CCN(c2cc(C)cc(C)c2)S(=O)(=O)c2ccc(Cl)cc2)s1	-21	9
59	O=C(Nc1ccccn1)c1ccc([N+](=O)[O-])cc1Cl	-19	11
60	COc1cc(/C=N/Nc2nc3ccccc3[nH]2)cc(OC)c1O	-6	1
61	CCOC(=O)/C(=C\C=C\c1ccccc1)NC(=O)c1ccccc1	6	11
62	O=C(CC1C(=O)N(c2ccccc2)C(=S)N1c1ccccc1)c1ccccc1 (stereo not given)	5	9
63	COCCn1c(SCC(=O)c2c(-c3ccccc3)n(C)c3ccccc23)nnc1-c1ccncc1	3	2
64	COC(=O)Cc1ccc(NC(=S)N2CCN(c3cccc(O)c3)CC2)cc1	13	2
65	CSCCC(NC(=O)c1ccc([N+](=O)[O-])cc1Cl)C(=O)OCC(=O)N(C)C (stereo not given)	0	1
66	CC(/C=N/N1CCN(c2ccc(C)cc2)CC1)=C\c1ccccc1	4	-1
67	CC1(C)CC(=O)c2c(n(S(=O)(=O)c3ccccc3)c3ccc(NS(=O)(=O)c4ccccc4)cc23)C1	13	-2
68	CN(CC(=O)Nc1cccc(F)c1)C(=O)CCCc1cccs1	3	7
69	CC(OC(=O)c1nc(-c2ccccc2)n(-c2ccccc2)n1)C(=O)Nc1cc(Cl)cc(Cl)c1 (stereo not given)	19	-4
70	COc1ccc(C(=O)NNC2CC(=O)N(Cc3ccccc3)C2=O)cc1OC (stereo not given)	1	-2
71	CC(C)(C)NC(=O)NC(=O)Cn1ccsc1=N	2	1
72	O=C(CCCOc1ccc(Cl)cc1Cl)N/N=C/c1ccccc1O	2	-8
73	N/C(Cc1ccc([N+](=O)[O-])cc1)=N\OC(=O)Cc1ccc(Cl)cc1	-5	3
74	CC(=O)Oc1ccc(C(=O)[C@H]2[C@H]3C(=O)N(c4ccc5ccccc5c4)C(=O)[C@H]3[C@@H]3C=CC=NN32)cc1	56	5
75	Cc1cc(C)n2cc(CSCc3ccccc3)nc2n1	18	2

# The results go on:
nr	Molecule	Mac1 fbg inh	CD11b adhes enh
76	Cc1cc(C2=NNC(=NCc3ccccc3)SC2)c(C)n1-c1c(C)n(C)n(-c2ccccc2)c1=O	-1	89
77	COC(=O)c1c(NC(=O)CC2Nc3cc(C)c(C)cc3NC2=O)sc(C)c1C (stereo not given)	2	-2
78	COc1ccc(OC)c(C2C(C(=O)Nc3ccc(F)cc3)=C(C)Nc3nc(CCCO)nn32)c1 (stereo not given)	-10	-1
79	Cc1ccc(C(=O)COC(=O)c2cccc(N3C(=O)c4c(C)nc5ccccc5c4C3=O)c2)cc1C	57	29
80	CCOc1ccc(-n2c(O)c(/C=N/NC(=O)C3COc4ccccc4O3)c3ccccc3c2=O)cc1 (stereo not given)	-9	3
81	CN1CCN(c2ccc([N+](=O)[O-])cc2C(=O)c2ccccc2)CC1	-22	-4
82	COc1ccccc1/C=C/C(=O)Nc1ccc2c(c1)CCC2	17	-1
83	CCOc1nc(NC(=O)NC(=O)c2ccccc2)nc(-c2ccccc2)n1	-24	81
84	CC1CCCC(C)N1C(=O)COC(=O)C(Cc1ccccc1)NC(=O)c1cccs1 (stereo not given)	22	6
85	O=C(NCCN1C(=O)S/C(=C/c2ccccc2)C1=O)C1CCCN1C(=O)c1cccs1 (stereo not given)	-14	-2
86	CCS(=O)(=O)N1CCN(c2ccc(Cl)cc2[N+](=O)[O-])CC1	10	1
87	COc1ccc(/C=N/Nc2ncnc(Cl)c2N)cc1OC	83	-2
88	CCOc1ccc(NC(=O)Cc2ccccc2)c([N+](=O)[O-])c1	4	-3
89	C/C(=N\NC(=O)c1ccc(CN2CCOCC2)cc1)c1cccc([N+](=O)[O-])c1	-18	4
90	Cc1cc(/C=C2/C(=N)N3C(c4ccccc4)=CSC3=NC2=O)c(C)n1-c1ccccc1	2	76
91	Cc1ccc(Sc2nc(-c3ccccc3)nnc2C(F)(F)F)cc1	19	9
92	Cc1nn2c(CN(C(=O)CN3CCOCC3)c3ccccc3)nnc2c2ccccc12	10	0
93	CC(c1ccccc1)N(CCC(c1ccccc1)C1CCOC(C)(C)C1)C(=O)c1ccco1 (stereo not given)	18	0
94	O=[N+]([O-])c1ccc(N2CCN(S(=O)(=O)c3ccccc3)CC2)cc1N1CCc2ccccc2C1	-22	13
95	COc1ccccc1OCCC(=O)OCC(=O)NC(C)c1ccccc1 (stereo not given)	5	2
96	FC(F)Sc1nc(-c2ccccc2)c(-c2ccccc2)n1C(F)F	21	-2
97	N#Cc1c(-c2ccco2)c2c([nH]c1=S)CCCC2	-5	-4
98	CCOP(=O)(OCC)C(O)c1cc(OC)c(OC)c(OC)c1 (stereo not given)	-8	0
99	CC1SCC(=O)N(CC(=O)NCc2ccccc2)C1=O (stereo not given)	-13	0
100	Cc1ccc(S(=O)(=O)/C(C#N)=C/c2ccccc2OCc2ccccc2)cc1	9	-5

# A second format for 3 compounds above:
(22) Cc1nn(-c2ccccc2)c(C)c1/C=N/n1c(-c2ccc(Cl)cc2)n[nH]c1=S
  Mac1 fbg inh: 1; CD11b adhes enh: 87

(23) Cc1ccc(-n2c(C)cc(=O)cc2C)c(C)c1
  Mac1 fbg inh: -6; CD11b adhes enh: -1

(24) Cc1ccc(C(=O)N/C(=C\c2ccc(-c3cccc([N+](=O)[O-])c3)o2)C(=O)NC(C)(C)C)cc1
  Mac1 fbg inh: -7; CD11b adhes enh: 2

# (continued)
nr	Molecule	Mac1 fbg inh	CD11b adhes enh
101	C/C(=N\NC(=O)c1cc(-c2cccnc2)nc2ccccc12)c1ccccc1O	12	-1
102	Cc1cccc(-n2c(-c3cccc([N+](=O)[O-])c3)nc3nc4ccccc4nc32)c1	3	-6
103	CCc1ccccc1NC(=O)COc1ccc2c(=O)c(Oc3cc(C)ccc3C)coc2c1	33	-1
104	O=C(COc1cccc2c1CCN(Cc1ccccc1)C2=O)NCc1ccco1	1	8
105	COc1ccc(CNCc2cccc(Cl)c2)cc1	3	1
106	Cc1cccc(C)c1NC(=O)CNc1ncnc2sc(C)c(C)c12	4	-1
107	O=C(O)COc1ccc(/C=N/n2c(COc3ccccc3)nc3ccccc3c2=O)cc1	1	5
108	COC(=O)c1ccc(OCc2cc(=O)n3ccsc3n2)cc1	13	1
109	COc1cc([N+](=O)[O-])ccc1N	-2	-2
110	COCCCNC(=S)N1CCN(c2ccc([N+](=O)[O-])cc2)CC1	8	-2
111	COc1ccc(NC(=O)CCSc2ccc(C)cc2)cc1S(=O)(=O)Nc1ccccc1Cl	41	-3
112	CCCC1CCC(=NNC(=O)OC(C)(C)C)CC1 (stereo not given)	8	1
113	COc1cccc(-c2nc3n(n2)C(c2cccs2)C(C(=O)Nc2cccnc2)=C(C)N3)c1 (stereo not given)	9	-8
114	CNC(=S)N/N=C(\C)c1ccc(Cl)s1	14	4
115	Cc1ccc(NC(=S)N2CCN(c3ncccn3)CC2)cc1C	-4	-8
116	Cc1ccc(SCCc2ccc(C)nc2)cc1	-4	5
